From PubChem BioAssay
EPAC1 antag: blocks human EPAC1 exchange factor | EPAC1 GEF assay, Rap1b-BODIPY-GDP exchange fluorescence | Potency, µM (series often up to 115 µM), inactives show at the top dose activity change, negative = inhibition, usual class: inhibitors | O95398 | actives 0.14% (n = 360,000);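 note: potency is the fitted concentration of half-maximal effect; plate controls were vehicle for no effect and positive control for full effect; nearly all actives have a fitted effect of over 50% in size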
IL2 activator: IL-2 activation; IL-2 activation reporter assay, cell-based qHTS; stimulated with anti-CD3/CD4/CD28 beads; in transgenic mouse T cells; activation, % (series mostly up to about 46 µM); actives 0.065% (n = 360,000); in the data active = activation above about 50%; inconclusive = mostly about 30% to 49%; note: 0% is about no effect
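EGFP and DsRed fluorescence is measured by plate cytometry in unstimulated transgenic mouse T cells exposed to compound for 60 minutes, then stimulated 18 hours at 37 degrees C with anti-CD3/anti-CD4 beads plus anti-CD28.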
Abeta yeast res: restores growth of yeast expressing A-beta42 peptide; yeast expressing A-beta42, growth rescue, OD600, 48 h; response scale: 0% DMSO, 100% iron-clioquinol control; Potency, µM (highest dose often 46.1 µM), without a hit: at the top dose growth rescue, hits mostly activators; actives 0.063% (n = 410,000); note: potency is the fitted concentration of half-maximal effect; nearly all actives have a fitted effect of over 55% in size
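Yeast A-beta toxicity model in growth medium with pinned compounds, 48 h at 30 C; growth read as absorbance at 600 nm. Normalized to FeCl3/clioquinol equimolar mix (positive) and DMSO (negative).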
PI5P4Ka inh: blocks human PI5P4K alpha kinase activity | P48426 | PI5P4Kalpha enzyme, ADP-Glo luminescence, 60 min; stronger effect = lower value | max response, % | actives 1.2% (n = 330,000); active = max response of -50% or lower; inconclusive = between -30% and -50%; inactive = -30% or higher; note: value at the top dose of about 77 µM; % is set by controls: 0 for no effect and ±100 for the full control effect
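Luminescence from ADP-Glo served as readout of PI5P4Kalpha activity in a qHTS format. Reaction: enzyme, substrate, compound, ATP at 5 microM final, 60 min at RT.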
WRN inhibitor: blocks human WRN helicase | actives 0.46% (n = 360,000) | Potency, µM (titrated, usually from 114 µM), for the others: at the top dose activity change, negative = inhibition, most hits filed as inhibitors | WRN helicase unwinding, fluorescent forked duplex, kinetic; note: potency is the fitted concentration of half-maximal effect; % is set by controls: 0 for no effect and ±100 for the full control effect; nearly all actives have a fitted effect of over 55% in size
Target sequence (Q14191 whole entry, looked up): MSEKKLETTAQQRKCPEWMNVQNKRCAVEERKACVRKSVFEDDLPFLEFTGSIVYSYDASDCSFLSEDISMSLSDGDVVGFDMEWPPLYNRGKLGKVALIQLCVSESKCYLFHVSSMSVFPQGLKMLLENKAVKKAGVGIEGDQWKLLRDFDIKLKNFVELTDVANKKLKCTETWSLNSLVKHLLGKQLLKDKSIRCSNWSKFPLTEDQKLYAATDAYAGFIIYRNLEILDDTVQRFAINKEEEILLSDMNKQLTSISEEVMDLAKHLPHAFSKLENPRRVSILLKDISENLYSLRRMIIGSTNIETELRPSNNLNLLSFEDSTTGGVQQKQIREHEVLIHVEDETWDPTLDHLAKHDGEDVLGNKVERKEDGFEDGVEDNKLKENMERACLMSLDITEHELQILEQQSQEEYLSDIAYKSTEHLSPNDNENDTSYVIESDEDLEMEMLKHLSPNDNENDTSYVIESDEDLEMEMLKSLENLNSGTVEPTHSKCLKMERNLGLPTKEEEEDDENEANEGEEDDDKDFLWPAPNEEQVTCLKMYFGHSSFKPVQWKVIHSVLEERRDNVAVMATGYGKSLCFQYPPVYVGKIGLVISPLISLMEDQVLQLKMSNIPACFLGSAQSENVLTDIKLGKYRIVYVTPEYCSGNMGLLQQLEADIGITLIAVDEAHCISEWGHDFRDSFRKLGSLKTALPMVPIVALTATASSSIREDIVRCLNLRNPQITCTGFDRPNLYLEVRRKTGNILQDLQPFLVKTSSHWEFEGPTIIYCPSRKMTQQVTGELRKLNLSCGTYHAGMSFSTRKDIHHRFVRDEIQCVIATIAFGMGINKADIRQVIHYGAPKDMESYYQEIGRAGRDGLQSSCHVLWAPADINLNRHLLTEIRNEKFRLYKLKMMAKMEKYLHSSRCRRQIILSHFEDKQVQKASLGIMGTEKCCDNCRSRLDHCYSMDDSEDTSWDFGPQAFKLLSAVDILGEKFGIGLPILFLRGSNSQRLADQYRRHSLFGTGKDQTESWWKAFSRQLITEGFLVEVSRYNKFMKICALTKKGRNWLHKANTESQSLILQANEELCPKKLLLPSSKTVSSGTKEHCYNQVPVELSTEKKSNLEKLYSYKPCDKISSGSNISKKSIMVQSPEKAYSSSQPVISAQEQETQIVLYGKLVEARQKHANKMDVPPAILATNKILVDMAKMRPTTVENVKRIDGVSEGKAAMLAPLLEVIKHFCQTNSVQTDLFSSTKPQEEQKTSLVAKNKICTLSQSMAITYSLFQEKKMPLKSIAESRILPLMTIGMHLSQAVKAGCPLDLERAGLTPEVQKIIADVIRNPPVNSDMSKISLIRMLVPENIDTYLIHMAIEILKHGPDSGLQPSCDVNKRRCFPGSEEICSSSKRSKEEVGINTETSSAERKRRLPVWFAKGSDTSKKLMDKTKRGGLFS
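Kinetic red-fluorescence monitoring (525/598 nm) tracks WRN helicase activity after 100 nM fluorophore-quencher forked duplex and 2 mM ATP are added to 20 nM enzyme pretreated 15 min at room temperature with compound.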
PLK1 PBD inh: inhibitors of human PLK1 polo-box domain binding; P53350; Plk1 PBD binding of FITC phosphopeptide, fluorescence polarization; Potency, µM, for the others: max response, negative = inhibition, most hits filed as inhibitors; actives 2.8% (n = 360,000); AID 720504; note: potency is the fitted concentration of half-maximal effect; series mostly up to about 57 µM; % is set by controls: 0 for no effect and ±100 for the full control effect; nearly all actives have a fitted effect of over 65% in size
aSyn yeast inh: alpha-synuclein toxicity inhibition in yeast. Yeast expressing alpha-synuclein, growth rescue, BacTiter-Glo, 24 h. Potency, µM (highest dose often 46.1 µM), for the others: at the top dose growth rescue (activation), usual class: activators. actives 0.14% (n = 370,000). AID 652106; note: potency is the fitted concentration of half-maximal effect; % of control where 0% means no effect; nearly all actives have a fitted effect of over 65% in size
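Screening used galactose-induced yeast with toxic alpha-synuclein levels, exposed to compound for 24 hr at 30 deg C. Cell growth, read with BacTiter-Glo luminescence, gave the measured signal.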
EPAC1 agonist: activates human EPAC1 exchange factor | O95398 | EPAC1 agonist qHTS, biochemical assay; response scale: 100% = response to 6.5 mM cAMP | Potency, µM (highest dose often 154 µM), inactives show top-dose activation, most hits filed as activators | actives 0.073% (n = 360,000) | AID 720707; note: potency is the fitted concentration of half-maximal effect; nearly all actives have a fitted effect of over 60% in size
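Nucleotide exchange by EPAC1 (100 nM) on Rap1B–BODIPY-GDP (250 nM) in the presence of 50 uM GDP is tracked fluorescently at 480/540 nm over 30 min. Signals are normalized to a 6.5 mM cAMP control.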
FUS yeast rescue: rescues growth of FUS-expressing yeast; S. cerevisiae FUS-expressing, growth rescue, OD600, 24 h; Potency, µM (highest dose often 76.6 µM), for inactives: at the highest dose growth rescue (activation), usual class: activators; actives 0.24% (n = 390,000);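 note: potency is the fitted concentration of half-maximal effect; plate controls were DMSO vehicle for no effect and reference control for full effect; nearly all actives have a fitted effect of over 55% in size; some results filed as inactive show a strong effect at the top dose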
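Steps: raffinose overnight preculture; dilution to OD 0.005 in 2% galactose minimal medium; compound addition (concentration series); 24hr at 30C, 99% humidity; absorbance read at 600 nm.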
Active calls of the source: *; u = inconclusive; x = no result given; & = joins results of further samples; [ ] = another dose, or the depositor's remark. Unless noted, calls come from the whole dose curve; as a rule, active = well fitted curve in the direction sought with a large enough effect; inconclusive = small, poorly fitted or top-dose-only effect, or another doubt; inactive = no such curve, though single readings can be large; an effect the other way counts as inactive or inconclusive.

Short keys – A = EPAC1 antag; B = IL2 activator; C = Abeta yeast res; D = PI5P4Ka inh; E = WRN inhibitor; F = PLK1 PBD inh; G = aSyn yeast inh; H = EPAC1 agonist; I = FUS yeast rescue
Cc1ccccc1-n1c(SCc2ccccn2)nc2n[nH]c(C)c2c1=N
  A = -11%; B = 0.4; C = 14%; D = -16; E = -11%; F = -29%; G = 6%; H = -1%; I = 11%
CS(=O)(=O)c1ccc2nc(NC(=O)Oc3ccccc3)sc2c1
  A = u; B = -0.3; C = 9%; D = 0; E = -12%; F = -3%; G = 8%; H = 12%; I = 7%
COc1ccc(-c2noc(CCC(=O)N3CCN(c4ccccc4)CC3)n2)cc1
  A = -14%; B = 0.6; C = 4%; D = 4; E = 2%; F = -8%; G = -8%; H = 5%; I = -12%
O=C(Cc1cc(=O)[nH]c(=O)[nH]1)NCC1CCCO1 (stereo unspecified)
  A = 8%; B = -1.5; C = -8%; D = 0; E = -5%; F = -5%; G = -6%; H = -2%; I = -19%
CCOC(=O)N1CCN(S(=O)(=O)c2ccc3[nH]cc(C(=O)O)c(=O)c3c2)CC1
  A = -4%; B = 1.4; C = -19%; D = -7; E = 1%; F = -4%; G = 0%; H = 0%; I = -13%
O=C(c1ccc(N2CCN(S(=O)(=O)c3ccccc3)CC2)c([N+](=O)[O-])c1)N1CCOCC1
  A = -17%; B = -0.2; C = -10%; D = 1; E = 5%; F = -5%; G = 2%; H = -5%; I = x
COc1ccccc1/C=C/c1nc2ccc(OC(C)=O)cc2c(=O)o1
  A = -2%; B = -0.8; C = 11%; D = 11; E = -20%; F = -16%; G = -1%; H = 1%; I = 0%
Cc1ccc(/C=N\NC(=O)c2csnn2)cc1
  A = 7%; B = -1.2; C = 0%; D = -17; E = 5%; F = u; G = -11%; H = -2%; I = -15%
O=C(Nc1ccc(Br)c2cccnc12)c1ccc(Cn2cc([N+](=O)[O-])cn2)o1
  A = 2%; B = -3.2; C = 12%; D = -5; E = -8%; F = -11%; G = -1%; H = -3%; I = -9%
COc1ccc(/C=C2/C(=O)ON=C2C)cc1Cl
  A = -18%; B = -0.6; C = -22%; D = -19; E = u; F = 2.1µM*; G = -3%; H = 6%; I = -5%
Cc1cccc(C)c1NC(=O)C(C)N1CCCCC1 (stereo unspecified)
  A = -1%; B = 0.3; C = 2%; D = 1; E = 5%; F = -15%; G = -2%; H = 8%; I = 11%
CC1SC(c2cccc(Cl)c2)NC1=O (stereo unspecified)
  A = 0%; B = -2.3; C = 25%; D = 10; E = 3%; F = 24µM*; G = 2%; H = 1%; I = 8%
N=C1S/C(=C\c2ccccc2F)C(=O)N1c1ccc(F)cc1
  A = 7%; B = 1.1; C = -9%; D = -6; E = 11%; F = -24%; G = 4%; H = -5%; I = -31%
Cc1ccc(C)c(NCCC#N)c1
  A = 23%; B = 0.2; C = 5%; D = 0; E = -4%[57.1 µM]; F = 8%; G = 3%; H = 6%; I = -8%
COc1ccc(CCC(=O)Nc2ccc(N3CCOCC3)c(S(=O)(=O)Nc3ccc(OC)cc3)c2)cc1
  A = -22%; B = -0.2; C = -13%; D = 1; E = 0%; F = -12%; G = -1%; H = 2%; I = -14%
COCC1CCN(C(=O)c2cc(COc3cncc(Cl)c3)on2)C1 (stereo unspecified)
  A = -20%; B = -0.2; C = -4%; D = 1; E = -3%; F = -4%; G = -1%; H = 3%; I = -1%
O=C(CSc1nnc(-c2ccco2)o1)c1ccccc1
  A = -5%; B = -0.3; C = -3%; D = x; E = -9%; F = -6%; G = 2%; H = 5%; I = 29%
O/N=C/c1ccccc1Oc1ccc(Cl)cc1
  A = -22%; B = -1.0; C = -1%; D = -21; E = -1%; F = 8.4µM*; G = 3%; H = 2%; I = -4%
Cc1ccc([N+](=O)[O-])cc1N1C(=O)CS/C1=N\NC(=O)c1cccnc1
  A = 5%; B = 1.1; C = 9%; D = -1; E = -7%; F = -3%; G = -2%; H = 17%; I = -17%
COC(=O)c1ccccc1NC(=O)c1cc2sccc2n1C
  A = 7%; B = 4.2; C = -13%; D = x; E = 7%; F = -11%; G = 8%; H = -1%; I = 39%
Cc1csc(C(C#N)C(=O)c2ccncc2)n1 (stereo unspecified)
  A = -9%; B = -4.7; C = -13%; D = -7; E = -9%[57.1 µM]; F = -11%; G = -1%; H = -1%; I = x
CCN(CC)C(=O)c1sc2c(c1C)c(=O)n(-c1ccc(OC)cc1OC)c(=O)n2CC(=O)c1ccccc1
  A = -18%; B = -2.2; C = 3%; D = 2; E = 0%; F = 3%; G = 1%; H = 3%; I = u
Cc1ccc(OCC(=O)Nc2ccc3c(c2)nc(CCN2CCC(C)CC2)n3C)cc1
  A = -22%; B = -3.4; C = -17%; D = -3; E = 7%; F = -5%; G = -1%; H = -18%; I = 15%
COc1ccc(C(=O)N/C(=C\c2cccc3ccccc23)C(=O)N2CCN(C)CC2)cc1OC
  A = 23%; B = -2.4; C = -2%; D = -2; E = 5%; F = -10%; G = 4%; H = 3%; I = -1%
CCC(=O)N1CCN(c2ccc(Cl)cc2NC(=O)Cc2ccccc2)CC1
  A = 6%; B = -0.7; C = 14%; D = -4; E = 10%; F = -4%; G = 20%; H = 8%; I = 10%
COc1ccc(NC(=O)C2=CC(c3ccco3)=NS(=O)(=O)N2C)cc1
  A = -14%; B = -0.3; C = 4%&-22%; D = 0; E = -5%; F = -1%; G = 0%; H = -5%; I = -9%&-1%
O=C(Nc1ccc(Nc2ccccc2)cc1)c1ccc(Cl)cc1Cl
  A = 3%; B = 4.4; C = -11%; D = -5; E = -8%; F = -1%; G = -3%; H = 13%; I = -5%
O=C(COC(=O)/C=C/c1ccc(S(=O)(=O)N2CCOCC2)cc1)NC1CCCCCCC1
  A = -21%; B = 0.2; C = -7%; D = 3; E = 1%; F = -13%; G = 1%; H = -14%; I = 26%
CCOC(=O)CSCc1csc(CC(=O)Nc2ccccc2C)n1
  A = -14%; B = 7.7; C = 23%; D = -2; E = 5%; F = -5%; G = 5%; H = -13%; I = 2%
CC1=CC2=NC(=O)C(c3ccccc3)C(=O)N2C=C1 (stereo unspecified)
  A = 8%; B = 0.0; C = 18%; D = -2; E = -7%; F = 4%; G = 1%; H = 1%; I = 12%
N/C(=N\OC(=O)c1ccccc1Cl)c1ccncc1
  A = 3%; B = 0.3; C = 1%; D = -1; E = -2%; F = 3%; G = 7%; H = 6%; I = 0%
CC1CCCC(NC(=O)c2n[nH]c(=O)c3ccccc23)C1C (stereo unspecified)
  A = -8%; B = -0.2; C = -5%; D = -2; E = 11%; F = -2%; G = -1%; H = -3%; I = 25%
CC(=O)c1ccccc1NC(=O)COC(=O)CN1C(=O)C2CCCCC2C1=O (stereo unspecified)
  A = -21%; B = 1.2; C = -1%; D = 1; E = -1%; F = 4%; G = 0%; H = 9%; I = 0%
Cc1ccn2c(=O)nc(SCC(=O)c3ccc(Cl)cc3)nc2c1
  A = -11%; B = -3.2; C = -14%; D = u; E = -14%; F = -14%; G = 1%; H = 0%; I = 16%
COc1ccc(S(=O)(=O)NNC(=O)C2Cc3c(ccc4ccccc34)O2)cc1 (stereo unspecified)
  A = 5%; B = 0.6; C = 2%; D = 1; E = 14%; F = -6%; G = -5%; H = -3%; I = 17%
Cc1ccc(C)c(NC(=O)CSc2ccc(-c3ccco3)nn2)c1
  A = u; B = 1.1; C = -16%; D = -2; E = -24%; F = -4%; G = -2%; H = -9%; I = 22%
COc1cc2ncnc(NCc3ccc4c(c3)OCO4)c2cc1OC
  A = 12%; B = -0.2; C = -17%; D = -3; E = -9%; F = -9%; G = 3%; H = 4%; I = 14%
Cc1ccc(S(=O)(=O)NCCCN2CCOCC2)c(C)c1
  A = -7%; B = 1.0; C = 1%; D = -2; E = -2%; F = -7%; G = -6%; H = -2%; I = -1%
O=C(Nc1ccccn1)c1ccc(Br)c(S(=O)(=O)N2CCCCC2)c1
  A = -9%; B = -2.3; C = 0%; D = 4; E = -31%; F = -12%; G = -1%; H = 11%; I = x
COC(=O)c1cc(S(=O)(=O)N2CCC(C)CC2)cn1C
  A = -1%; B = -0.4; C = 4%; D = 8; E = 8%; F = -1%; G = 2%; H = -6%; I = -35%
NNC(=O)c1cc(-c2cccs2)nc2ccccc12
  A = 8%; B = 0.4; C = -8%; D = 5; E = 6%; F = 0%; G = -1%; H = -8%; I = 3%
NCCCCCC(=O)N/N=C/c1coc2ccccc2c1=O
  A = 21%; B = 7.0; C = -39%[inhibitor]; D = -23; E = -25%; F = -5%; G = -27%; H = 3%; I = -23%
CN(C)c1ccc(S(=O)(=O)NCC(=O)N2CCN(S(=O)(=O)c3cccc(F)c3)CC2)cc1[N+](=O)[O-]
  A = -3%; B = 0.6; C = 8%; D = 4; E = -5%; F = -30%; G = 1%; H = 2%; I = x
CCOc1ccccc1NC(=O)c1ccc(NC(=O)C2CCCO2)cc1 (stereo unspecified)
  A = -27%; B = 0.7; C = 2%; D = -6; E = -4%; F = -8%; G = -1%; H = 3%; I = 7%

Some of these compounds in order of molar mass, lowest first.
Short keys – A = EPAC1 antag; B = IL2 activator; C = Abeta yeast res; D = PI5P4Ka inh; E = WRN inhibitor; F = PLK1 PBD inh; G = aSyn yeast inh; H = EPAC1 agonist; I = FUS yeast rescue
N/C(=N\OC(=O)c1ccccc1Cl)c1ccncc1
  A = 3%; B = 0.3; C = 1%; D = -1; E = -2%; F = 3%; G = 7%; H = 6%; I = 0%
Cc1ccc(S(=O)(=O)NCCCN2CCOCC2)c(C)c1
  A = -7%; B = 1.0; C = 1%; D = -2; E = -2%; F = -7%; G = -6%; H = -2%; I = -1%
COc1cc2ncnc(NCc3ccc4c(c3)OCO4)c2cc1OC
  A = 12%; B = -0.2; C = -17%; D = -3; E = -9%; F = -9%; G = 3%; H = 4%; I = 14%
CC(=O)c1ccccc1NC(=O)COC(=O)CN1C(=O)C2CCCCC2C1=O (stereo unspecified)
  A = -21%; B = 1.2; C = -1%; D = 1; E = -1%; F = 4%; G = 0%; H = 9%; I = 0%
COc1ccc(S(=O)(=O)NNC(=O)C2Cc3c(ccc4ccccc34)O2)cc1 (stereo unspecified)
  A = 5%; B = 0.6; C = 2%; D = 1; E = 14%; F = -6%; G = -5%; H = -3%; I = 17%

Outcome played no part in choosing rows; about 4.1% have a hit in one of these screens.
